Assay outcomes from PubChem BioAssay.
NSD2 HMT inh – blocks human histone methyltransferase NSD2. O96028. NSD2 peptide methylation, AlphaScreen, 120 min. inhibition, % at 12.5 µM. hit rate 0.54% among 310,000; in the data active = inhibition above about 50%
C-LANA FP – inhibitors of KSHV LANA C-terminal domain DNA binding | MBP-C-LANA/FAM-LBS DNA binding, fluorescence polarization | inhibition, % at 9 µM | hit rate 0.078% among 340,000;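 active = highest replicate inhibition at or above 60% at 9 µM, even if other replicates fall short; inactive = all replicates below 60% inhibition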;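 note: 0% = neutral control wells and 100% = 4 µM acridine orange control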
DAGLB inhibitor – blocks human DAGLB lipase activity. Q8NCG7. HEK293T DAGLB membrane lysate, EnzChek fluorogenic substrate. inhibition, % at 5.17 µM. hit rate 0.059% among 340,000; in the data active = inhibition above about 34%;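 note: 0% = enzyme with vehicle and 100% = wells lacking enzyme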
Cardiac RTF inh – cardiac RTF calcium desensitization. inhibition, % at 7.15 µM. hit rate 0.12% among 340,000. P19429+P45379. IANBD-labeled cardiac RTF, Ca2+ fluorescence. AID 493244;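 active = inhibition above the mean inhibition of all tested compounds plus 3 SD, cut at about 17% in these data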;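 note: assay run at fixed EC70 calcium of 1.6 mM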
Keap1-Nrf2 PPI – Keap1-Nrf2 (human) interaction inhibition. hit rate 0.15% among 340,000. AID 504523. inhibition, % at 9.4 µM. Keap1 Kelch-Nrf2 peptide fluorescence polarization, 1536-well; in the data active = inhibition above about 12%;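 note: human Keap1 Kelch domain with fluorescein labeled Nrf2 9mer peptide probe; 0% = neutral control wells and 100% = peptide positive control; higher means more block of Keap1 binding to Nrf2 peptide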
CAL PDZ FP-1 – CAL PDZ (human) peptide binding inhibition; hit rate 0.92% among 300,000; inhibition, % at 24.9 µM; AID 602252; purified CAL PDZ, TMR-peptide fluorescence polarization, 1 h; Q9HD26;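 active = mean inhibition of at least 30% with at least half of replicates also reaching 30%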;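 note: 0% = DMSO neutral control and 100% = excess unlabeled competitor peptide PRC23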
DSG3 Ab inh – human desmoglein-3 autoantibody binding inhibition; binding (percent of control), % at 10 µM; hit rate 0.48% among 310,000; DSG3-coupled beads, scFv-anti-DSG3-GFP binding, flow cytometry; stronger effect = lower value; P32926; AID 588358;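 active = binding more than 3 SD below its plate's average and above zero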;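 note: hits lower antibody fragment binding to DSG3; some compounds called inactive have numbers as strong as hits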
Target sequence (P32926 whole entry, looked up, the tested form may be a part): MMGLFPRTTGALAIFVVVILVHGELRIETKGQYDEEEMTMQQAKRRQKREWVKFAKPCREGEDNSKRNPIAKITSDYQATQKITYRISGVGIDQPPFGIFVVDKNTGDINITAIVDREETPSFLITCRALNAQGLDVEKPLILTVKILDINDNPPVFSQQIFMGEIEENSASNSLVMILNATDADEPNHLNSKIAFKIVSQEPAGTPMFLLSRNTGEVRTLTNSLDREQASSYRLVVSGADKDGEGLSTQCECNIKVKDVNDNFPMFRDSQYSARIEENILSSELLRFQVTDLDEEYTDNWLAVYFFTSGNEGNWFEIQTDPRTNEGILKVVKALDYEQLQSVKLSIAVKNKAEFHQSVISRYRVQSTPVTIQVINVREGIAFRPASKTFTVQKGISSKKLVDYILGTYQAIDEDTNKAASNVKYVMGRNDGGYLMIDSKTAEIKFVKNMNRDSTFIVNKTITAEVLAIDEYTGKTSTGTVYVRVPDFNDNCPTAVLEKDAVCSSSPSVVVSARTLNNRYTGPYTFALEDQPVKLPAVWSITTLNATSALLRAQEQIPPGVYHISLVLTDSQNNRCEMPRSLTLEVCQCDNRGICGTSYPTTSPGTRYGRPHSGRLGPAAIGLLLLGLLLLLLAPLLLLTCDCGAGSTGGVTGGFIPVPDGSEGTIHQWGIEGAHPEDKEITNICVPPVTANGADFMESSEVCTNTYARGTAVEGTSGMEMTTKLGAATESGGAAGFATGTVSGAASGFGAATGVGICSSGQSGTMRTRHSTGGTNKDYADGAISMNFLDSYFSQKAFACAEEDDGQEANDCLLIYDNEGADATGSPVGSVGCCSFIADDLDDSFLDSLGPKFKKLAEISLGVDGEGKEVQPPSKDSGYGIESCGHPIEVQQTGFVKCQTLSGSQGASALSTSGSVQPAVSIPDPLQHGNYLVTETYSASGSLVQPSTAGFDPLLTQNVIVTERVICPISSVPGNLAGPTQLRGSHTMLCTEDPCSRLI
V-ATPase pHluor – regulators of yeast V-ATPase proton transport. S. cerevisiae, pHLuorin cytosolic pH fluorescence. response, % at 10 µM. hit rate 0.37% among 350,000. AID 504577; in the data active = response mostly above about 7.3%, no sharp cut-off; inactive = mostly below about 5.4%; note: actives read high; inactives centre near 0; some compounds called inactive have numbers as strong as hits
Arr AP2 block – blocks beta-arrestin peptide binding to AP2 adaptin; AID 504490; hit rate 0.31% among 340,000; inhibition, % at 10 µM; FITC-arrestin peptide / GST-AP2 beads, flow cytometry; AP2 beta2 appendage carries R879A mutation;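 active = inhibition above a set limit, near 3 SD of compounds lacking own fluorescence, cut at about 54% in these data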;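 note: plate controls were DMSO wells for no effect and 5 µM unlabelled arrestin peptide for full effect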
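test system = AP2 appendage R879A on GSH beads | buffer or medium = PBS plus Tween 20 (0.05%) and BSA (0.1%) | incubation = 12 min plus 1 h, RT | detection = bead flow cytometry, FITC channel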
CAL PDZ FP-2 – human CAL PDZ-peptide interaction inhibition; purified CAL PDZ, TMR-peptide fluorescence polarization, 1 h; inhibition, % at 20 µM; hit rate 0.02% among 330,000; AID 504414;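 active = highest replicate inhibition of at least 40%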;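 note: plate controls were DMSO neutral control wells for no effect and unlabeled competitor peptide control wells for full effect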
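Test system: purified CerCALP PDZ construct; Compound dosing: one concentration, 20 µM compound; Also added: TMR-labelled reporter peptide T*-PRC34 bound in PDZ groove; Read-out: inhibition from polarization loss; Controls: unlabelled peptide and DMSO controls; Signal: FP readout, S and P plane fluorescence; Incubation: 1 h at RT.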
Numbers without * were called inactive. Some of the compounds tested (hit frequency here may not be typical).

How did COc1ccc(Cc2nnc(SCC(=O)c3ccc4c(c3)OCO4)o2)cc1 do in these assays?
NSD2 HMT inh: 21; C-LANA FP: 0.7; DAGLB inhibitor: -2; Cardiac RTF inh: -5; Keap1-Nrf2 PPI: -6; CAL PDZ FP-1: -4; DSG3 Ab inh: 102; V-ATPase pHluor: 1; Arr AP2 block: 15; CAL PDZ FP-2: -3.3

Results for Cc1nn(-c2ccccc2)c(/N=C/c2ccc(O)cc2)c1-c1ccccc1 ?
NSD2 HMT inh: 0; C-LANA FP: 0.9; DAGLB inhibitor: 1; Cardiac RTF inh: -6; Keap1-Nrf2 PPI: -4; CAL PDZ FP-1: 7; DSG3 Ab inh: 81; V-ATPase pHluor: 13; Arr AP2 block: 0; CAL PDZ FP-2: -0.3

What do the screens show for `CC(Oc1ccc(Cl)cc1)C(=O)N1CCCc2ccccc21` (stereo not given)?
NSD2 HMT inh: -2; C-LANA FP: 0.7; DAGLB inhibitor: -7; Cardiac RTF inh: -10; Keap1-Nrf2 PPI: 1; CAL PDZ FP-1: -7; DSG3 Ab inh: 125; V-ATPase pHluor: 0; Arr AP2 block: -4; CAL PDZ FP-2: -2.5

What do the screens show for `O=C(c1ccccc1Cl)c1c(O)c2ccccc2oc1=O`?
NSD2 HMT inh: -5; C-LANA FP: 1.5; DAGLB inhibitor: 1; Cardiac RTF inh: 12; Keap1-Nrf2 PPI: -1; CAL PDZ FP-1: -4; DSG3 Ab inh: 108; V-ATPase pHluor: -2; Arr AP2 block: 8; CAL PDZ FP-2: -0.1

What do the screens show for `CCOC(=O)c1cc(-c2ccccc2)sc1NC(=S)Nc1cc(C)ccn1`?
NSD2 HMT inh: -2; C-LANA FP: 11; DAGLB inhibitor: -3; Cardiac RTF inh: -10; Keap1-Nrf2 PPI: 6; CAL PDZ FP-1: 4; V-ATPase pHluor: -1; Arr AP2 block: 3; CAL PDZ FP-2: -0.5

How did O=C(COC(=O)c1cccnc1Nc1cccc(C(F)(F)F)c1)NC1CCS(=O)(=O)C1 (stereo not given) do in these assays?
NSD2 HMT inh: -3; C-LANA FP: 0.7; DAGLB inhibitor: 1; Cardiac RTF inh: -12; Keap1-Nrf2 PPI: 2; CAL PDZ FP-1: 3; DSG3 Ab inh: 105; V-ATPase pHluor: 4; Arr AP2 block: 19; CAL PDZ FP-2: -0.1

What do the screens show for `Cc1ccnc(NS(=O)(=O)c2ccc(NC(=O)C3C4C=CC(C4)C3C(=O)O)cc2)n1` (stereo not given)?
NSD2 HMT inh: -4; C-LANA FP: -0.4; DAGLB inhibitor: 0; Cardiac RTF inh: -7; Keap1-Nrf2 PPI: 2; CAL PDZ FP-1: -7; DSG3 Ab inh: 102; V-ATPase pHluor: 4; Arr AP2 block: 35; CAL PDZ FP-2: -5.0

Results for Cc1[nH]c2ccccc2c1/C=N/NC(=O)c1cccc(S(=O)(=O)Nc2cccc(C(F)(F)F)c2)c1 ?
NSD2 HMT inh: -1; C-LANA FP: 2.3; DAGLB inhibitor: 1; Cardiac RTF inh: -1; Keap1-Nrf2 PPI: -2; CAL PDZ FP-1: -3; DSG3 Ab inh: 105; V-ATPase pHluor: -1; Arr AP2 block: 46; CAL PDZ FP-2: -2.8

What do the screens show for `CN(C)c1ccc(N=Nc2ccccc2C(=O)OCC(=O)Nc2ccccc2C(F)(F)F)cc1`?
NSD2 HMT inh: 31; C-LANA FP: 1.3; DAGLB inhibitor: 35*; Cardiac RTF inh: -3; Keap1-Nrf2 PPI: -1; CAL PDZ FP-1: -1; DSG3 Ab inh: 87; V-ATPase pHluor: -1; Arr AP2 block: 12; CAL PDZ FP-2: -2.6

What do the screens show for `CC(C)c1nc2ccccc2n1CCC(=O)O`?
C-LANA FP: 0.7; DAGLB inhibitor: -3; Cardiac RTF inh: -1; Keap1-Nrf2 PPI: -4; CAL PDZ FP-1: -1; DSG3 Ab inh: 102; V-ATPase pHluor: -4; Arr AP2 block: 6; CAL PDZ FP-2: 0.8

What do the screens show for `Cc1cc(F)ccc1S(=O)(=O)Nc1ccccc1C(=O)Nc1ccccc1N1CCOCC1`?
NSD2 HMT inh: 4; C-LANA FP: 0.8; DAGLB inhibitor: 5; Cardiac RTF inh: -1; Keap1-Nrf2 PPI: -1; CAL PDZ FP-1: -2; V-ATPase pHluor: -6; Arr AP2 block: 3; CAL PDZ FP-2: -1.1

How did COc1ccc(OC)c(-n2c(=O)c3ccccc3c3ccccc3c2=O)c1 do in these assays?
NSD2 HMT inh: 2; C-LANA FP: -0.5; DAGLB inhibitor: -8; Cardiac RTF inh: -6; Keap1-Nrf2 PPI: -1; CAL PDZ FP-1: -3; DSG3 Ab inh: 100; V-ATPase pHluor: -1; Arr AP2 block: 2; CAL PDZ FP-2: -0.8

How did O=C(NCCC1=CCCCC1)C1CCC(CNc2nc(=S)[nH]c3ccccc23)CC1 (stereo not given) do in these assays?
NSD2 HMT inh: 0; C-LANA FP: 2.0; DAGLB inhibitor: 14; Cardiac RTF inh: -1; Keap1-Nrf2 PPI: 1; DSG3 Ab inh: 108; V-ATPase pHluor: 0; Arr AP2 block: 5; CAL PDZ FP-2: 0.5

Results for Cc1nc(OCC(=O)c2ccc(Cl)cc2)c(C#N)c2c1COC(C)(C)C2 ?
NSD2 HMT inh: 1; C-LANA FP: -1.5; DAGLB inhibitor: 0; Cardiac RTF inh: -5; Keap1-Nrf2 PPI: -5; CAL PDZ FP-1: 0; DSG3 Ab inh: 106; V-ATPase pHluor: -1; Arr AP2 block: 91*; CAL PDZ FP-2: 0.1

What do the screens show for `COC(=O)C1=C(C)N(c2ccc(C)cc2)/C(=C/c2cccs2)C1=O`?
NSD2 HMT inh: -11; C-LANA FP: -0.7; DAGLB inhibitor: 7; Cardiac RTF inh: 7; Keap1-Nrf2 PPI: 3; CAL PDZ FP-1: -3; DSG3 Ab inh: 105; V-ATPase pHluor: 1; Arr AP2 block: -3; CAL PDZ FP-2: -1.4

Grouped by structure, the entries above with an aryl methoxy group.
How did COc1ccc(Cc2nnc(SCC(=O)c3ccc4c(c3)OCO4)o2)cc1 do in these assays?
NSD2 HMT inh: 21; C-LANA FP: 0.7; DAGLB inhibitor: -2; Cardiac RTF inh: -5; Keap1-Nrf2 PPI: -6; CAL PDZ FP-1: -4; DSG3 Ab inh: 102; V-ATPase pHluor: 1; Arr AP2 block: 15; CAL PDZ FP-2: -3.3

How did COc1ccc(OC)c(-n2c(=O)c3ccccc3c3ccccc3c2=O)c1 do in these assays?
NSD2 HMT inh: 2; C-LANA FP: -0.5; DAGLB inhibitor: -8; Cardiac RTF inh: -6; Keap1-Nrf2 PPI: -1; CAL PDZ FP-1: -3; DSG3 Ab inh: 100; V-ATPase pHluor: -1; Arr AP2 block: 2; CAL PDZ FP-2: -0.8

(next part)
Results for NC(=O)N/N=C/c1cn(CC(=O)Nc2ccc(F)cc2)c2ccccc12 ?
NSD2 HMT inh: 2; DSG3 Ab inh: 106; V-ATPase pHluor: -4; Arr AP2 block: -12

What do the screens show for `CCC(=O)Nc1cccc(C2=NOC3(C2)C[C@H](C(N)=O)N(C(=O)c2ccc(Cl)cc2)C3)c1` (stereo not given in full)?
C-LANA FP: 0.6; DAGLB inhibitor: -2; Cardiac RTF inh: -2; Keap1-Nrf2 PPI: -4; CAL PDZ FP-1: 1; DSG3 Ab inh: 106; V-ATPase pHluor: -1; Arr AP2 block: 29; CAL PDZ FP-2: 0.1

Results for O=C(c1ccccc1)c1cccn1CC(=O)N1CCc2ccccc2C1 ?
NSD2 HMT inh: -1; C-LANA FP: -1.0; DAGLB inhibitor: 3; Cardiac RTF inh: -1; Keap1-Nrf2 PPI: -6; DSG3 Ab inh: 102; V-ATPase pHluor: 0; Arr AP2 block: -8; CAL PDZ FP-2: 0.2

Results for CCOc1ccc(-c2n[nH]c(C(=O)NN)c2C)cc1 ?
NSD2 HMT inh: 0; C-LANA FP: -0.9; DAGLB inhibitor: 1; Cardiac RTF inh: -13; Keap1-Nrf2 PPI: 3; CAL PDZ FP-1: 3; DSG3 Ab inh: 96; V-ATPase pHluor: -1; Arr AP2 block: 1; CAL PDZ FP-2: -0.9

How did O=C(COC(=O)/C=C/c1cccc([N+](=O)[O-])c1)Nc1ccc(Cl)cn1 do in these assays?
NSD2 HMT inh: 13; C-LANA FP: -0.1; DAGLB inhibitor: -2; Cardiac RTF inh: -3; Keap1-Nrf2 PPI: -1; CAL PDZ FP-1: 4; V-ATPase pHluor: -1; Arr AP2 block: -2; CAL PDZ FP-2: -1.3

Results for O=C(CCS(=O)(=O)c1ccccc1)NC1CCCCC1 ?
NSD2 HMT inh: -3; C-LANA FP: -1.0; DAGLB inhibitor: -2; Cardiac RTF inh: -1; Keap1-Nrf2 PPI: -9; CAL PDZ FP-1: -4; V-ATPase pHluor: 1; Arr AP2 block: -1; CAL PDZ FP-2: -2.0

Results for COc1cc(C(=O)Nc2ccc(Cl)c(C(F)(F)F)c2)cc(OC)c1OC ?
NSD2 HMT inh: -2; C-LANA FP: 1.8; DAGLB inhibitor: 0; Cardiac RTF inh: 0; Keap1-Nrf2 PPI: -2; CAL PDZ FP-1: 0; DSG3 Ab inh: 103; V-ATPase pHluor: 4; Arr AP2 block: 17; CAL PDZ FP-2: -4.1

How did COc1cccc(CNC(=O)CCN2C(=O)[C@@H]3Cc4ccccc4CN3C2=O)c1 do in these assays?
NSD2 HMT inh: 1; C-LANA FP: -1.5; DAGLB inhibitor: -3; Cardiac RTF inh: 0; Keap1-Nrf2 PPI: -11; CAL PDZ FP-1: 3; DSG3 Ab inh: 101; V-ATPase pHluor: -2; Arr AP2 block: 4; CAL PDZ FP-2: -1.8

What do the screens show for `CCN(Cc1cnn(C)c1)C(=O)c1ccc2nc(Cc3cccc(Cl)c3)oc2c1`?
NSD2 HMT inh: -6; C-LANA FP: -0.4; DAGLB inhibitor: 0; Cardiac RTF inh: -5; Keap1-Nrf2 PPI: -3; CAL PDZ FP-1: -2; V-ATPase pHluor: -2; Arr AP2 block: 4; CAL PDZ FP-2: 0.3

What do the screens show for `Cc1cccc(C)c1NC(=O)NC1(C(=O)NCCCN2CCOCC2)CCCCC1`?
NSD2 HMT inh: -3; C-LANA FP: -0.7; DAGLB inhibitor: -2; Cardiac RTF inh: 1; Keap1-Nrf2 PPI: 0; CAL PDZ FP-1: -2; DSG3 Ab inh: 113; V-ATPase pHluor: -1; Arr AP2 block: -4; CAL PDZ FP-2: -1.1

What do the screens show for `CCCC(c1nnnn1C(C)(C)CC)N(Cc1ccco1)Cc1cc2ccc(OC)cc2[nH]c1=O` (stereo not given)?
NSD2 HMT inh: -1; C-LANA FP: 2.7; DAGLB inhibitor: 2; Cardiac RTF inh: 5; Keap1-Nrf2 PPI: -2; CAL PDZ FP-1: -3; DSG3 Ab inh: 98; V-ATPase pHluor: 6; Arr AP2 block: 23; CAL PDZ FP-2: -2.6
